From PubChem
PrPC surface inh = reduces human prion protein on the cell surface | P04156 | cell surface PrPC, TR-FRET read-out | inhibition, % at 13.8 µM | actives 0.43% (n = 370,000) | AID 720596; in the data active = inhibition above about 24%; also: 0% = median of the test wells and 100% = reference compound wells
TcdB inh = inhibitors of Clostridioides difficile toxin B glycohydrolase. P18177. TcdB glycohydrolase enzymatic assay, plate reader. inhibition, % at 9.99 µM. actives 0.24% (n = 350,000); in the data active = inhibition above about 10%
Target sequence (P18177 whole entry, looked up): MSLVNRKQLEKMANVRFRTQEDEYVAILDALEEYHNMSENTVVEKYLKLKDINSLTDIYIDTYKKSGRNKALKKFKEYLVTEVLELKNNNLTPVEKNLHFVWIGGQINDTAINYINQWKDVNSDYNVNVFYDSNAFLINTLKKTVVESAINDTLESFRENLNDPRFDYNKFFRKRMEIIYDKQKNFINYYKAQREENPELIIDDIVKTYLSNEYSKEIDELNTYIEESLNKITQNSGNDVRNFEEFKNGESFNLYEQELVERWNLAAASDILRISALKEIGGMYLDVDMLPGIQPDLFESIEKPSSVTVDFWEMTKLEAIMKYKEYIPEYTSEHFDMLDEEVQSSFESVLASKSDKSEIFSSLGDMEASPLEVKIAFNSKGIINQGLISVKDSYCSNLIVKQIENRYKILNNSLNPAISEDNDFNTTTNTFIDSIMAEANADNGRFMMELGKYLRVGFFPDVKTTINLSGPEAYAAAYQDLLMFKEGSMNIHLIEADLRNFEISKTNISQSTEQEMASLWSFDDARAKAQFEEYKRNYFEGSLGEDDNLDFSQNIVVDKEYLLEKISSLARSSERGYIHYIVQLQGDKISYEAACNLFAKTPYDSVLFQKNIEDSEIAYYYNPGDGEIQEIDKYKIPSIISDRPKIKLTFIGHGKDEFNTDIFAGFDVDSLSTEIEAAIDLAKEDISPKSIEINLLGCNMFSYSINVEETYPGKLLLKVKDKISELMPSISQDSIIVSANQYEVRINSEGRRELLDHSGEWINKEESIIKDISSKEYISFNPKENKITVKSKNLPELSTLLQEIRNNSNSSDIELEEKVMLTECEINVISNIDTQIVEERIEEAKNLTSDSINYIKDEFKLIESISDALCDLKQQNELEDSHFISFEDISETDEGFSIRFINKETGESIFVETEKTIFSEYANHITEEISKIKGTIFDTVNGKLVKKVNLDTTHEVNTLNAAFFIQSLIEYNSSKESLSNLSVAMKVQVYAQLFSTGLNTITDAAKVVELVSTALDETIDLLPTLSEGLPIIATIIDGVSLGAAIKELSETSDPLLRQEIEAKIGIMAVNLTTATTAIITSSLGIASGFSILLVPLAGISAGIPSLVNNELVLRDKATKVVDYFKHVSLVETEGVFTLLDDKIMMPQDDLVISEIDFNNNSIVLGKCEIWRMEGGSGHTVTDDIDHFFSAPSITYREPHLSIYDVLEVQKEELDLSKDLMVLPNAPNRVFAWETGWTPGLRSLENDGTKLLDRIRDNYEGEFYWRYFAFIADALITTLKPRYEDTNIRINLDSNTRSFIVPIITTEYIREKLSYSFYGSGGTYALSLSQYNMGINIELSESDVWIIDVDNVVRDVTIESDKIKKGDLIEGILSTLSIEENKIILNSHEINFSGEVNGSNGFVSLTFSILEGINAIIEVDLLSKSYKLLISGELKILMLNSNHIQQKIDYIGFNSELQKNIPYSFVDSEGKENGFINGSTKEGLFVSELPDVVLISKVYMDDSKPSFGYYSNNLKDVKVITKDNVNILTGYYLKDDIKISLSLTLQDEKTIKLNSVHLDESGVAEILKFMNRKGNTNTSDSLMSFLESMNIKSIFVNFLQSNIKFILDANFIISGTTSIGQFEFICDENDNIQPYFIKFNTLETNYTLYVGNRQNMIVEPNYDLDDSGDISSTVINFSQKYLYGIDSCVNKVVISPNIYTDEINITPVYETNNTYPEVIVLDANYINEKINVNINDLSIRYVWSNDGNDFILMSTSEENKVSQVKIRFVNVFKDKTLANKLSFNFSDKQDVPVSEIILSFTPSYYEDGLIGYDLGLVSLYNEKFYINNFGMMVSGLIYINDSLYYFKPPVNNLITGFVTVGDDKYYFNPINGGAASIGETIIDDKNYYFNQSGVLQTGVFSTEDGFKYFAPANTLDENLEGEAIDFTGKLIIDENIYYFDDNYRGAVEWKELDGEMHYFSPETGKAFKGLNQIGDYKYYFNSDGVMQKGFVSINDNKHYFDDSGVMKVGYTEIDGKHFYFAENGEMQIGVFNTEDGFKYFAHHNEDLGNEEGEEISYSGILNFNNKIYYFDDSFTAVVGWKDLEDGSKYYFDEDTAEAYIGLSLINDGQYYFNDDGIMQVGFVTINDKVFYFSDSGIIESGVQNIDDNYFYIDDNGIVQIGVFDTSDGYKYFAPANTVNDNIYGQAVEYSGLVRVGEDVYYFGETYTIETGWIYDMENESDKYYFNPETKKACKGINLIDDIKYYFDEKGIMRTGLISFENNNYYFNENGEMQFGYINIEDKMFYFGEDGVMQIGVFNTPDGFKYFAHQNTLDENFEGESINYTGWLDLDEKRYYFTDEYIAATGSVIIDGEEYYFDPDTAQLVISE
Y pestis TopoI = inhibitors of Yersinia pestis topoisomerase I. Y. pestis Topo-I cleavage product accumulation, plate reader. activity, % at 10 µM. actives 0.064% (n = 360,000); in the data active = activity above about 50%, passing the limit was not always enough; inconclusive = no clear call, values can overlap the other calls; also: inactives centre near 2
Anthrax LF inh2 = anthrax lethal factor protease inhibition | multiplex microsphere protease cleavage assay, LF | inhibition, % at 10 µM | actives 0.12% (n = 360,000) | AID 588501; also: plate controls were buffer without enzyme for full effect and enzyme alone for no effect
BoNT F protease = BoNT F light chain protease inhibition | AID 588497 | inhibition, % at 10 µM | Multiplex microsphere protease cleavage assay, flow cytometry | actives 0.22% (n = 360,000); in the data active = inhibition above about 35%, passing the limit was not always enough; inconclusive = no clear call, values can overlap the other calls; also: plate controls were buffer without enzyme for full effect and enzyme alone for no effect
PfHsp40 yeast = compounds rescuing yeast from Plasmodium falciparum HSP40 toxicity. S. cerevisiae expressing PfHsp40, growth rescue, ATP luminescence. actives 0.68% (n = 340,000). growth rescue, % at 12.5 µM; in the data active = growth rescue above about 28%, passing the limit was not always enough; inconclusive = no clear call, values can overlap the other calls;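 also: yeast W303a lacking pdr1 and pdr3 grown in galactose medium; growth measured after three days at 30 °C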
CCHF vOTU inh = blocks the CCHF virus ovarian tumor domain protease; actives 0.55% (n = 370,000); CCHFV vOTU protease, Pep-AMC fluorescence; inhibition, % at 11.5 µM; in the data active = inhibition above about 30%; also: 0% = vehicle wells with enzyme and 100% = no enzyme wells
BoNT-A LC inh2 = BoNT A light chain protease inhibition; multiplex microsphere protease substrate cleavage, flow cytometry; inhibition, % at 10 µM; actives 0.17% (n = 360,000); also: plate controls were buffer without enzyme for full effect and enzyme alone for no effect
FadD28 binding = inhibitors of Mycobacterium tuberculosis FadD28 bisubstrate binding | FadD28 bisubstrate probe binding, fluorescence polarization | inhibition, % at 12.5 µM | actives 0.22% (n = 360,000); in the data active = inhibition above about 8.5%, passing the limit was not always enough; inconclusive = no clear call, values can overlap the other calls
Numbers without * were called inactive; ? = inconclusive; . = no result given; & = joins results of further samples. Rule as the data show it, unless noted: active = inhibition above about 30%; inconclusive = no clear call, values can overlap the other calls; inactive = below that.

Sample of the layout:
SMILES	PrPC surface inh	TcdB inh	Y pestis TopoI	Anthrax LF inh2	BoNT F protease	PfHsp40 yeast	CCHF vOTU inh	BoNT-A LC inh2	FadD28 binding
O=S(=O)(NCc1c(Cl)cccc1Oc1ccccc1)c1ccccc1	-3	0.2	26	10	?	2.4	5	?	-0.3
NS(=O)(=O)c1cc(C(=O)N=Nc2c(O)[nH]c3ccccc23)ccc1Cl	-34	0.6	-4	0	2	1.1	10	-0.3	-2.7
O=C(CSCc1ccc(F)cc1)N1CCN(c2ccc(F)cc2)CC1	7	.	8	-1	2	1.1	10	0.9	-0.1
N#CCCn1cc(C(N)=O)c(-c2ccc3ccccc3c2)n1	-8	0.8	1	19	-28	-1.7	-11	0.7	-1.8
CNCC(=O)c1ccccc1	.	.	3	1	-1	.	.	1.0	-0.3
C[C@H](CO)N1C[C@H](C)[C@H](CN(C)C(=O)NC2CCCCC2)Oc2ncc(Br)cc2C1=O	8	0.5&-2.4	6	-5	-7	.	17	-0.4	0.4
CCCCCN1CN(S(=O)(=O)c2cccs2)c2nc3ccccc3nc21	11	1.9	2	-4	-7	1.3	13	0.1	-1.2
Cc1ccc(C)c(S(=O)(=O)NCCN2CCOCC2)c1	-1	0.3	2	10	1	-0.7	-3	2.7	-4.0
CC(=O)c1cccc(NC(=O)c2ccc(N(C)S(=O)(=O)c3ccc(C)cc3)cc2)c1	7	-0.5	-2	-2	-3	1.4	10	-2.3	-2.3
COc1ccc(/C=N/NC(=O)c2cccc(Br)c2)cc1COc1ccccn1	-1	-1.9	7	0	8	0.5	4	-0.6	-4.3
C[N+](C)(C)CCN1C(=O)c2ccccc2C1=O	-3	0.6	.	3	2	.	1	0.6	.
COc1cc(-c2nc(CN(C)Cc3nnc(C)o3)c(C)o2)ccc1F	11	1.2	4	-1	0	1.2	10	-0.4	-2.0
CCOC(=O)Cc1nn(Cc2nc(-c3ccc(C#N)cc3)cs2)c(=O)c2ccccc12	0	0.3	-5	-5	-14	-1.0	26	-0.3	0.3
CNC(=O)c1c(C)nn(-c2ccc(F)c(Cl)c2)c1-c1cc(C)on1	-7	2.7	2	2	-5	.	3	-0.5	-2.0
O=C(CSc1ccc2nnc(CCNS(=O)(=O)c3ccccc3)n2n1)Nc1nc2ccccc2s1	2	1.6	11	3	-6	-1.3	2	-1.0	-4.9

This part in full, previewed entries included:
SMILES	PrPC surface inh	TcdB inh	Y pestis TopoI	Anthrax LF inh2	BoNT F protease	PfHsp40 yeast	CCHF vOTU inh	BoNT-A LC inh2	FadD28 binding
O=S(=O)(NCc1c(Cl)cccc1Oc1ccccc1)c1ccccc1	-3	0.2	26	10	?	2.4	5	?	-0.3
NS(=O)(=O)c1cc(C(=O)N=Nc2c(O)[nH]c3ccccc23)ccc1Cl	-34	0.6	-4	0	2	1.1	10	-0.3	-2.7
O=C(CSCc1ccc(F)cc1)N1CCN(c2ccc(F)cc2)CC1	7	.	8	-1	2	1.1	10	0.9	-0.1
N#CCCn1cc(C(N)=O)c(-c2ccc3ccccc3c2)n1	-8	0.8	1	19	-28	-1.7	-11	0.7	-1.8
CNCC(=O)c1ccccc1	.	.	3	1	-1	.	.	1.0	-0.3
C[C@H](CO)N1C[C@H](C)[C@H](CN(C)C(=O)NC2CCCCC2)Oc2ncc(Br)cc2C1=O	8	0.5&-2.4	6	-5	-7	.	17	-0.4	0.4
CCCCCN1CN(S(=O)(=O)c2cccs2)c2nc3ccccc3nc21	11	1.9	2	-4	-7	1.3	13	0.1	-1.2
Cc1ccc(C)c(S(=O)(=O)NCCN2CCOCC2)c1	-1	0.3	2	10	1	-0.7	-3	2.7	-4.0
CC(=O)c1cccc(NC(=O)c2ccc(N(C)S(=O)(=O)c3ccc(C)cc3)cc2)c1	7	-0.5	-2	-2	-3	1.4	10	-2.3	-2.3
COc1ccc(/C=N/NC(=O)c2cccc(Br)c2)cc1COc1ccccn1	-1	-1.9	7	0	8	0.5	4	-0.6	-4.3
C[N+](C)(C)CCN1C(=O)c2ccccc2C1=O	-3	0.6	.	3	2	.	1	0.6	.
COc1cc(-c2nc(CN(C)Cc3nnc(C)o3)c(C)o2)ccc1F	11	1.2	4	-1	0	1.2	10	-0.4	-2.0
CCOC(=O)Cc1nn(Cc2nc(-c3ccc(C#N)cc3)cs2)c(=O)c2ccccc12	0	0.3	-5	-5	-14	-1.0	26	-0.3	0.3
CNC(=O)c1c(C)nn(-c2ccc(F)c(Cl)c2)c1-c1cc(C)on1	-7	2.7	2	2	-5	.	3	-0.5	-2.0
O=C(CSc1ccc2nnc(CCNS(=O)(=O)c3ccccc3)n2n1)Nc1nc2ccccc2s1	2	1.6	11	3	-6	-1.3	2	-1.0	-4.9
N#Cc1ccc(C(=O)Nc2nnc(-c3ccco3)o2)cc1	2	-0.3	3	-2	-5	-1.3	14	-0.6	-4.8
Cc1csc(=O)n1CCC(=O)OCC(=O)Nc1ccc(Cl)cn1	7	0.2	-2	-2	1	-0.8	-1	-0.1	0.1
Cc1cc(NS(=O)(=O)c2ccc(NC(=O)COc3cc(C)c(Cl)c(C)c3)cc2)no1	-3	0.8	4	-3	-1	0.1	2	0.4	-3.2
COc1ccc(CN2CCNC(=O)C2CC(=O)N(C)Cc2nccn2C)cc1OC (stereo not given)	2	-0.2	0	0	1	-0.3	9	0.5	-3.6
CCN(c1nc(N)c(C(=O)N=C(N)N)nc1Cl)C(C)C	-7	0.6	-3	-8	-10	0.8	3	-0.6	-3.0
COc1ccc(-c2oc3c4c2C(=O)OCCOC4CCC3)cc1 (stereo not given)	3	1.3	.	1	5	.	-48	0.2	.
Cc1ccc(NC(=O)NC2CC(=O)N(c3ccc4c(c3)OCCO4)C2)cc1 (stereo not given)	-5	-0.7	8	0	-3	0.3	-9	1.7	-1.6
COc1ccc(Cc2nnc(NC(=O)c3ccccc3F)s2)cc1OC	1	-0.5	2	-1	?	-1.9	-9	0.1	-1.7
O=C(Cc1cccc2ccccc12)Nc1ccc(O)cc1C(=O)O	2	-3.1	3	14	-10	0.9	-8	-2.4	-1.8
COc1cc(C(=O)OCc2cc(=O)c(O)co2)ccc1OC(F)F	-6	0.2	3	-8	5	-0.6	1	-2.1	0.3
SMILES	PrPC surface inh	TcdB inh	Y pestis TopoI	Anthrax LF inh2	BoNT F protease	PfHsp40 yeast	CCHF vOTU inh	BoNT-A LC inh2	FadD28 binding
CSc1nc(N)c(C(=O)NC2CCCCC2)s1	-2	0.6	-6	-4	-15	-0.6	11	-3.1	-2.2
O=CN/C=C/c1cccc(O)c1	7	1.8	2	-5	-16	-2.0	8	-0.6	-1.5
Cc1ccc(-c2nc(CS(=O)CC(=O)N3CCN(c4ccc(F)cc4)CC3)c(C)o2)cc1 (stereo not given)	-1	0.2	-5	-4	8	-1.5	11	2.9	-1.0
Cc1cc(Cl)c(S(=O)(=O)Nc2ccc3c(c2)OCO3)cc1OCC(=O)NC1CCCCC1	12	.	7	-3	-7	2.4	14	-3.8	-2.9
O=C(N=Nc1c(O)[nH]c2ccc(Br)cc12)c1cc(-c2cccs2)nc2ccccc12	-4	0.8	-9	-3	-12	1.2	-9	-1.2	-3.5
O=C(NCC(c1ccco1)N1CCOCC1)c1ccccc1 (stereo not given)	8	-4.4	-2	4	5	0.3	-12	0.5	-1.0
Clc1cccc(Oc2cnc3ccccc3n2)c1	-2	.	15	-1	1	0.5	2	1.1	0.6
CCc1nnc(N/N=C/c2ccccc2F)n1N	-6	-0.4	-2	-3	3	0.3	77*	-0.1	-0.2
CC(C)c1ccc(NC2=NCC(=O)N2Cc2cccs2)cc1	2	2.3	-6	-1	-1	0.6	-4	-0.8	-0.2
O=C(CCN1C(=O)C2C3CCC(C3)C2C1=O)Nc1ccc(F)cc1 (stereo not given)	4	1.8	6	0	7	0.1	-6	0.9	.
Cc1[nH]c(=O)[nH]c(=O)c1NC(=O)c1ccccc1[N+](=O)[O-]	-10	0.4	-1	-8	-7	.	19	-0.4	-0.7
Cn1c(=O)cc(SCC(=O)Nc2cccnc2)c2ccccc21	3	.	-4	-3	-10	0.6	-18	-0.8	-2.8
CCC(=O)c1ccc(OCC(=O)N(CC)CC2COc3ccccc3O2)cc1 (stereo not given)	-10	2.1	15	.	.	1.7	9	.	-1.2
CCOC(=O)C1=CN(Cc2ccco2)S(=O)(=O)N(C)C1c1ccc(C(F)(F)F)cc1 (stereo not given)	-1	1.1	16	-5	-11	5.5	2	-0.9	0.4
CCN(CC)CCCNc1nc(N)c([N+](=O)[O-])c(NCCO)n1	-5	0.0	-4	5	?	0.0	2	1.5	-1.9
C#CC[N+](CC)(CC)CC#Cc1cccc(Cl)c1	1	.	4	-3	0	-0.6	-11	1.2	-1.7
Cc1cc(NC(=O)c2ccccc2F)n(-c2nc3ccccc3[nH]2)n1	-2	.	10	-2	-17	-1.5	-2	0.1	-0.9
CCN(CC(=O)Nc1c(F)cccc1F)C(=O)CCCN1C(=O)c2cccc3cccc(c23)C1=O	-10	1.2	-5	-7	6	.	3	-0.6	-4.4
COc1ccccc1CNC(=O)C(=O)NCCC1CCCCN1S(=O)(=O)c1ccc(C)cc1 (stereo not given)	-6	0.6	-3	-2	6	0.3	13	-1.1	0.7
CCc1ccc(/C=N/NC(=O)c2cc(-c3ccccc3OC)nc3ccccc23)s1	-5	.	3	-1	7	-0.3	0	-2.0	-1.8
N#CCc1c(C#N)c(N)nc(N2CCN(C=O)CC2)c1C#N	2	1.1	4	-3	-6	1.0	-13	0.0	-0.7
Cc1ccc(C)c(OCCn2cc(/C=C(/C#N)C(=O)NCC3CCCO3)c3ccccc32)c1 (stereo not given)	6	0.7	1	0	2	-0.8	23	0.0	-2.4
COCC(C)Nc1ncnc2c1cnn2-c1ccc(Cl)cc1 (stereo not given)	19	.	-6	-5	?	1.2	0	1.0	-1.1
CC1CN(C(=O)c2ccc(Cl)c(S(=O)(=O)NCc3ccco3)c2)CC(C)O1 (stereo not given)	-4	0.6	-6	-2	5	-1.4	-12	0.2	-2.9
CCOc1ccc(NC(=O)CCC(=O)NNC(=O)c2ccco2)cc1	7	1.2	-7	-3	2	-0.1	-9	0.4	-0.3
SMILES	PrPC surface inh	TcdB inh	Y pestis TopoI	Anthrax LF inh2	BoNT F protease	PfHsp40 yeast	CCHF vOTU inh	BoNT-A LC inh2	FadD28 binding
COC(=O)C(C)Oc1ccc(-c2nccc(-c3ccccn3)n2)cc1 (stereo not given)	6	-0.3	7	-11	19	0.8	-5	-1.6	-1.6
Cn1c(CO)cnc1S(=O)(=O)Cc1c(Cl)cccc1Cl	2	1.1	4	-1	15	0.4	-11	1.0	0.3
O=C(CNC(=O)c1ccc(F)cc1)c1ccccc1	2	2.5	11	6	?	1.0	-5	3.1	-3.3
O=C(Nc1cccc(Cl)c1)C1CCN(C(=O)c2cccs2)CC1	5	-11	6	3	-12	-0.7	21	-1.9	-2.1
Nc1nnc(CCOc2ccc(Cl)cc2)s1	0	3.0	1	-3	2	-0.1	-9	-0.2	-2.6
CCN1CCN(Cc2c(O)ccc3c2O/C(=C\c2ccc(C)cc2)C3=O)CC1	-34	.	-11	1	-6	0.8	-10	0.3	0.0
CSc1nc(-c2ccc(Cl)cc2Cl)[nH]c(=O)c1C#N	10	13*	-1	0	-1	0.5	10	0.2	-20
O=C(CC1C(=O)NCCN1CC1CCCCC1)NCc1ccc(F)cc1 (stereo not given)	1	1.7	-6	-1	-4	-0.8	6	-0.9	-2.5
O=C(O)CCCC(=O)Nc1ccc(N=Nc2ccccc2)cc1	-13	-0.2	4	1	1	0.0	24	-0.5	-2.7
CCCC(C)(C)C(=O)N1CCC1(C)C(=O)Nc1cccc(OC)c1 (stereo not given)	9	0.8	-2	-1	-5	.	4	0.0	-2.8
Cc1ccnc(NC(=O)C2CCC(CNc3c(N4CCCC4)c(=O)c3=O)CC2)c1 (stereo not given)	-8	2.6	0	-4	-2	0.3	6	-0.8	-1.6
CCn1c(C(C)NC(C)=O)nc2ccccc21 (stereo not given)	-3	1.5	-1	-4	-6	-0.6	-6	-0.1	-0.3
CSc1ccc(/C=C/C(=O)OCC(=O)NC2CCCCCC2)cc1	-3	0.8	38	3	7	.	-4	0.4	0.2
